Source: PubChem BioAssay
GPR55 beta-arrestin: GPR55 agonists via beta-arrestin recruitment, primary screen, imaging, U2OS cells, beta-arrestin-GFP redistribution (AID 1961) | G-protein coupled receptor 55 (Homo sapiens) | U2OS GPR55 beta-arrestin-GFP redistribution imaging; higher % means a stronger effect | one-dose activation, % at 10 µM; EC50 in µM for titrated hits | hit rate 0.048% among 290,000;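 active means activation above 40% with more than 50 cells counted in the well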;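 further: U2OS osteosarcoma cells stably expressing GPR55 and beta-arrestin-GFP; plate controls were DMSO negative control for no effect and LPI positive control for full effect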
HIV peptide binding: inhibitors of HIV fusion peptide binding, primary screen, biochemical, uHTS, fluorescence dequenching (AID 1986). cell-free peptide binding, fluorescence dequenching, 30 min; higher % means a stronger effect. one-dose inhibition, % at 20 µM; IC50 in µM for titrated hits. hit rate 0.3% among 290,000; in the data active means inhibition mostly above about 52%, no sharp cut-off; inactive means mostly below about 76%; further: some results filed as inactive read as strong as hits
AID2073: inhibitors of Mint1-CaV2.2 protein interaction, biochemical, HTRF (AID 2073) | Voltage-dependent N-type calcium channel subunit alpha-1B (Homo sapiens) | HTRF protein-protein interaction, Mint1-CaV2.2; higher % means a stronger effect | inhibition, % at 20 µM; hits with a dose series show IC50 in µM | hit rate 0.19% among 290,000; in the data active means inhibition mostly above about 51%, no sharp cut-off; further: some results filed as inactive read as strong as hits
KOR beta-arrestin-1: KOR agonists, beta-arrestin recruitment, primary screen, cell-based, luminescence, uHTS (AID 1777); Kappa-type opioid receptor (Homo sapiens); KOR beta-arrestin recruitment, luminescence; higher % means a stronger effect; activation, % at 10 µM, or EC50 in µM where a hit was titrated; hit rate 0.02% among 280,000; in the data active means activation above about 50%, passing the limit was not always enough; further: a part of the inactive calls stands beside numbers as strong as those of hits
GPR55 antagonists: GPR55 antagonists blocking LPI-driven arrestin recruitment, primary screen, imaging, U2OS, beta-arrestin-GFP, LPI agonist (AID 2013); G-protein coupled receptor 55 (Homo sapiens); U2OS GPR55 beta-arrestin-GFP translocation imaging, LPI antagonism; higher % means a stronger effect; inhibition, % at 10 µM, or IC50 in µM where a hit was titrated; hit rate 0.13% among 290,000;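 active means spots per cell inhibited over 60%, with over 100 cells counted and total cytoplasm intensity under 500,000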;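 further: U2OS cells stably carrying GPR55 and arrestin-GFP stimulated by 5 µM LPI near EC80; imaged beta-arrestin-GFP aggregate spots per cell after agonist stimulation; plate controls were LPI-stimulated DMSO wells for no effect and DMSO wells without LPI for full effect; some results filed as inactive read as strong as hits; confirmed hits need IC50 under 10 µM and bright autofluorescent wells are also inconclusive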
KOR beta-arrestin-2: KOR antagonists, beta-arrestin recruitment, cell-based, luminescence, uHTS (AID 1778). Kappa-type opioid receptor (Homo sapiens). KOR beta-arrestin recruitment, luminescence, antagonist mode; higher % means a stronger effect. one-dose inhibition, % at 10 µM; IC50 in µM for titrated hits. hit rate 0.091% among 290,000; in the data active means inhibition above about 50%; further: strong numbers were not always called active
GPR35 arrestin U2OS: GPR35 antagonists blocking zaprinast-driven arrestin recruitment, primary screen, imaging, U2OS, beta-arrestin-GFP, zaprinast agonist (AID 2058) | G-protein coupled receptor 35 (Homo sapiens) | hit rate 0.052% among 290,000 | inhibition, % at 10 µM, or IC50 in µM where a hit was titrated | U2OS GPR35 beta-arrestin-GFP translocation imaging, zaprinast antagonism; higher % means a stronger effect;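 active means inhibition of at least 50% with at least 30 cells and total cytoplasm GFP at most 10,000,000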
NOD1 inhibition: NOD1 signaling inhibitors, primary screen, cell-based, luminescence, uHTS (AID 1578); NOD1-driven NF-kB luciferase reporter cells, luminescence; higher % means a stronger effect; inhibition, % at 4 µM, or EC50 in µM where a hit was titrated; hit rate 1% among 290,000; in the data active means inhibition mostly above about 36%, no sharp cut-off; inactive means mostly below about 34%;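 further: HEK-293T reporter cells stimulated with the NOD1 agonist gamma-tri-DAP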
Siah-1 displacement: Siah-1 peptide-binding antagonists, primary screen, biochemical, fluorescence polarization, rhodamine-plectin, uHTS (AID 1817) | displacement, % at 20 µM; hits with a dose series show IC50 in µM | hit rate 0.02% among 290,000 | E3 ubiquitin-protein ligase SIAH1 (Homo sapiens) | Siah-1 / rhodamine-plectin peptide fluorescence polarization; higher % means a stronger effect;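 active means displacement of at least 50% at 20 µM, with a fluorescence ratio check between 0.3 and a set limit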;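 further: plate controls were Siah plus tracer with DMSO for no effect and tracer alone without Siah for full effect; strong numbers were not always called active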
An asterisk follows results filed as active; [ ] = dose if it differs, or a comment. An excerpt; rates above refer to the full screens.

Screening O=C(O)CC(Cc1ccccc1)c1ccc2c(c1)OCO2 (configuration not stated) returned GPR55 beta-arrestin 0.0%, HIV peptide binding 1.9%, AID2073 -1%, KOR beta-arrestin-1 -0.7%, GPR55 antagonists -4%, KOR beta-arrestin-2 -17%, GPR35 arrestin U2OS 7%, NOD1 inhibition -8% and Siah-1 displacement -1%.
`CC(NC(=O)CC(O)(C(F)(F)F)C(F)(F)F)c1ccccc1` (configuration not stated) gave GPR55 beta-arrestin -0.1%, HIV peptide binding 1.5%, AID2073 -2%, KOR beta-arrestin-1 -2.3%, GPR55 antagonists 7%, KOR beta-arrestin-2 3%, GPR35 arrestin U2OS 1%, NOD1 inhibition -26% and Siah-1 displacement 0%.
`C/C(=N\Nc1ccc(S(N)(=O)=O)cc1[N+](=O)[O-])c1cccs1` gave GPR55 beta-arrestin -0.1%, HIV peptide binding -8.6%, AID2073 1.4µM*, KOR beta-arrestin-1 -2.8%, GPR55 antagonists -4%, KOR beta-arrestin-2 -17%, GPR35 arrestin U2OS 15%, NOD1 inhibition -9% and Siah-1 displacement -2%.
C=C1C(=O)O[C@H]2C[C@]3(C)C([C@@H](OC(=O)/C(C)=C/C)[C@H]12)[C@](C)(O)CC[C@H]3O (some centres not stated) was read as GPR55 beta-arrestin 0.0%, HIV peptide binding 1.6%, AID2073 10%, KOR beta-arrestin-1 -7.1%, GPR55 antagonists 10%, KOR beta-arrestin-2 -11%, GPR35 arrestin U2OS -3%, NOD1 inhibition 14% and Siah-1 displacement -1%.
CCOc1ccccc1N(CC(=O)Nc1ccccc1C(=O)N1CCCC1)S(C)(=O)=O was read as GPR55 beta-arrestin -0.2%, HIV peptide binding 0.0%, AID2073 8%, KOR beta-arrestin-1 -5.3%, GPR55 antagonists 6%, KOR beta-arrestin-2 8%, GPR35 arrestin U2OS -12%, NOD1 inhibition -18% and Siah-1 displacement -5%.
CCc1ccc(NC(=O)Cc2ccc(NC3=NC4CS(=O)(=O)CC4S3)cc2)cc1 (configuration not stated) was read as GPR55 beta-arrestin -0.1%, HIV peptide binding 0.9%, AID2073 6%, KOR beta-arrestin-1 0.0%, GPR55 antagonists 7%, KOR beta-arrestin-2 14%[20 µM], GPR35 arrestin U2OS -13%, NOD1 inhibition -12% and Siah-1 displacement 6%.
For COc1ccccc1C/C(N)=N/OC(=O)COc1ccccc1C the results were GPR55 beta-arrestin 0.1%, HIV peptide binding 1.0%, AID2073 -2%, KOR beta-arrestin-1 -2.7%, GPR55 antagonists -2%, KOR beta-arrestin-2 19%, GPR35 arrestin U2OS 4%, NOD1 inhibition -24% and Siah-1 displacement 4%.
Screening O=C(C1CCN(c2ncnc3c2sc2cccc(F)c23)CC1)N1CCOCC1 returned GPR55 beta-arrestin 0.6%, HIV peptide binding -0.8%, AID2073 10%, KOR beta-arrestin-1 6.3%, GPR55 antagonists -11%, KOR beta-arrestin-2 -17%, GPR35 arrestin U2OS 0%, NOD1 inhibition 13% and Siah-1 displacement 4%.
`O=c1c2ccccc2nc(SCCN2CCOCC2)n1CCc1ccccc1` gave GPR55 beta-arrestin -0.1%, HIV peptide binding 0.8%, AID2073 -2%, GPR55 antagonists 13%, KOR beta-arrestin-2 -22%[20 µM], GPR35 arrestin U2OS 12%, NOD1 inhibition -25% and Siah-1 displacement 10%.
COC(=O)CN1C(=O)CC(C)(C)Sc2ccccc21 was read as GPR55 beta-arrestin -0.2%, HIV peptide binding 2.1%, AID2073 0%, KOR beta-arrestin-1 0.2%, GPR55 antagonists 1%, KOR beta-arrestin-2 -16%, GPR35 arrestin U2OS -10%, NOD1 inhibition -35% and Siah-1 displacement 0%.
For COc1ccccc1N(C(=O)CN1C(=O)c2ccccc2S1(=O)=O)C(C(=O)NCC1CCCO1)c1ccc(F)cc1 (configuration not stated) the results were GPR55 beta-arrestin -0.2%, HIV peptide binding 0.1%, AID2073 4%, KOR beta-arrestin-1 3.3%, GPR55 antagonists 21%, KOR beta-arrestin-2 17%, GPR35 arrestin U2OS 4%, NOD1 inhibition -34% and Siah-1 displacement 1%.
`Cc1ccc2nc(N(CCCN(C)C)C(=O)c3ccc(S(=O)(=O)N4CCc5ccccc5C4)cc3)sc2c1` gave GPR55 beta-arrestin 0.6%, HIV peptide binding 9.8%, AID2073 23%, KOR beta-arrestin-1 5.3%, GPR55 antagonists 26%, KOR beta-arrestin-2 -32%, GPR35 arrestin U2OS 1%, NOD1 inhibition -38% and Siah-1 displacement 2%.
Screening COc1cc(OC)c(C2C(C#N)=C(C)NC(C)=C2C#N)c(C(=O)O)c1 returned GPR55 beta-arrestin -0.1%, HIV peptide binding 0.7%, AID2073 -4%, KOR beta-arrestin-1 4.0%, GPR55 antagonists 14%, KOR beta-arrestin-2 -6%, GPR35 arrestin U2OS -2%, NOD1 inhibition -1% and Siah-1 displacement 17%.
`CCOC(=O)c1c(NC(C)=O)sc2c(O)c(Br)cc(Br)c12` gave GPR55 beta-arrestin 0.2%, HIV peptide binding 9.1%, AID2073 8%, KOR beta-arrestin-1 -0.4%, GPR55 antagonists -3%, KOR beta-arrestin-2 -28%, GPR35 arrestin U2OS -3%, NOD1 inhibition -27% and Siah-1 displacement -3%.
O=C1C2CCCN2C(=S)N1c1ccc(Cl)cc1 (configuration not stated) was read as GPR55 beta-arrestin -0.1%, HIV peptide binding 5.9%, AID2073 -8%, KOR beta-arrestin-1 2.2%, GPR55 antagonists -10%, KOR beta-arrestin-2 -23%, GPR35 arrestin U2OS 14%, NOD1 inhibition -1% and Siah-1 displacement -1%.
Screening N#Cc1c(-c2ccc(C(F)(F)F)cc2)cc(-c2ccccc2)[nH]c1=S returned GPR55 beta-arrestin -0.3%, HIV peptide binding 6.5%, AID2073 -8%, KOR beta-arrestin-1 1.4%, GPR55 antagonists 34%, KOR beta-arrestin-2 24%, GPR35 arrestin U2OS 1%, NOD1 inhibition -34% and Siah-1 displacement -6%.
Screening O=C(N/N=C(/CC(=O)c1cccs1)C(F)(F)F)c1ccc(O)cc1 returned GPR55 beta-arrestin 0.3%, HIV peptide binding 10%, AID2073 -1%, KOR beta-arrestin-1 -4.5%, GPR55 antagonists 18%, KOR beta-arrestin-2 -9%, GPR35 arrestin U2OS 0%, NOD1 inhibition -20% and Siah-1 displacement 4%.
For Cc1cccc(C(=O)NCC2CCCO2)c1 (configuration not stated) the results were GPR55 beta-arrestin -0.5%, HIV peptide binding -0.4%, AID2073 -3%, KOR beta-arrestin-1 -4.0%, GPR55 antagonists -4%, KOR beta-arrestin-2 -1%, GPR35 arrestin U2OS -24%, NOD1 inhibition -17% and Siah-1 displacement -9%.
For O=C(Nc1ccc2c(c1)OCCO2)c1cc(F)c(F)cc1Cl the results were GPR55 beta-arrestin -0.2%, HIV peptide binding -1.3%, AID2073 6%, KOR beta-arrestin-1 -5.1%, GPR55 antagonists 12%, KOR beta-arrestin-2 42%, GPR35 arrestin U2OS 12%, NOD1 inhibition -40% and Siah-1 displacement -7%.
For CCOc1ccc(C(=O)NC(C(=O)NCCc2ccc(S(N)(=O)=O)cc2)C(C)C)cc1 (configuration not stated) the results were GPR55 beta-arrestin 0.3%, HIV peptide binding 2.6%, AID2073 5%, KOR beta-arrestin-1 -4.1%, GPR55 antagonists -7%, KOR beta-arrestin-2 7%, GPR35 arrestin U2OS 8%, NOD1 inhibition -8% and Siah-1 displacement -3%.
Screening Cc1c(O)nc(SCC(=O)Nc2nccs2)n(-c2ccccc2F)c1=O returned GPR55 beta-arrestin -0.1%, HIV peptide binding 0.4%, AID2073 8%, KOR beta-arrestin-1 -1.5%, GPR55 antagonists 4%, KOR beta-arrestin-2 -8%, GPR35 arrestin U2OS -8%, NOD1 inhibition -42% and Siah-1 displacement 1%.
For Cc1cc(C)c(NC(=O)CS(=O)CC(=O)N2CCN(c3cccc(C)c3C)CC2)c(C)c1 (configuration not stated) the results were GPR55 beta-arrestin -0.1%, HIV peptide binding -0.1%, AID2073 -2%, KOR beta-arrestin-1 4.0%, GPR55 antagonists -5%, KOR beta-arrestin-2 -16%, GPR35 arrestin U2OS -10%, NOD1 inhibition 0% and Siah-1 displacement -4%.
COc1ccc(/C=N/NC(=O)c2cccc(O)c2)cc1Cn1nc(C)c([N+](=O)[O-])c1C was read as GPR55 beta-arrestin -0.3%, HIV peptide binding -2.7%, AID2073 15%, KOR beta-arrestin-1 4.7%, GPR55 antagonists 8%, KOR beta-arrestin-2 -24%, GPR35 arrestin U2OS -7%, NOD1 inhibition -37% and Siah-1 displacement 10%.
Screening O=C(CSc1nnc2ccccn12)NNC(=O)c1ccc([N+](=O)[O-])cc1 returned GPR55 beta-arrestin 0.0%, HIV peptide binding 0.7%, AID2073 -3%, KOR beta-arrestin-1 1.1%, GPR55 antagonists 6%, KOR beta-arrestin-2 -2%, GPR35 arrestin U2OS 4%, NOD1 inhibition 5% and Siah-1 displacement 14%.
`CCOc1ccc(N(CC(=O)Nc2ccccc2C(=O)NC(C)CC)S(C)(=O)=O)cc1` (configuration not stated) gave GPR55 beta-arrestin 0.1%, HIV peptide binding -0.2%, AID2073 1%, KOR beta-arrestin-1 1.0%, GPR55 antagonists 2%, KOR beta-arrestin-2 -51%, GPR35 arrestin U2OS 0%, NOD1 inhibition -73% and Siah-1 displacement -1%.
For CCNC(=S)N(Cc1ccc2c(c1)OCO2)C1CC(=O)N(c2ccc(F)cc2)C1=O (configuration not stated) the results were GPR55 beta-arrestin 0.4%, HIV peptide binding -0.6%, AID2073 -13%, KOR beta-arrestin-1 -4.6%, GPR55 antagonists 6%, KOR beta-arrestin-2 16%, GPR35 arrestin U2OS -4%, NOD1 inhibition -9% and Siah-1 displacement 7%.
O=C(CSc1n[nH]c(=O)[nH]c1=O)NC1CC1 was read as GPR55 beta-arrestin 0.6%, HIV peptide binding 1.1%, AID2073 20%, KOR beta-arrestin-1 -2.6%, GPR55 antagonists -1%, KOR beta-arrestin-2 -14%, GPR35 arrestin U2OS 9%, NOD1 inhibition -52% and Siah-1 displacement 8%.
CC1(C)CNC(=O)CC(C)(C)N1 was read as GPR55 beta-arrestin 0.6%, HIV peptide binding 0.5%, AID2073 1%, KOR beta-arrestin-1 -4.3%, GPR55 antagonists 13%, KOR beta-arrestin-2 -14%, GPR35 arrestin U2OS -2%, NOD1 inhibition -12% and Siah-1 displacement 7%.
